CHRM5 agonist: agonists of human muscarinic M5 receptor (CHRM5); CHO-K1 hM5 cells, Fluo-8 calcium fluorescence; 0% DMSO wells, 100% maximal acetylcholine response; activation, % at 3 µM; actives 0.19% (n = 360,000); AID 624037;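 active = activation above the run's mean over test compounds plus 3 SD, cut at about 23% in these data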;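 note: signal is peak over basal fluorescence ratio across the kinetic read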
Target sequence (P08912 whole entry, looked up): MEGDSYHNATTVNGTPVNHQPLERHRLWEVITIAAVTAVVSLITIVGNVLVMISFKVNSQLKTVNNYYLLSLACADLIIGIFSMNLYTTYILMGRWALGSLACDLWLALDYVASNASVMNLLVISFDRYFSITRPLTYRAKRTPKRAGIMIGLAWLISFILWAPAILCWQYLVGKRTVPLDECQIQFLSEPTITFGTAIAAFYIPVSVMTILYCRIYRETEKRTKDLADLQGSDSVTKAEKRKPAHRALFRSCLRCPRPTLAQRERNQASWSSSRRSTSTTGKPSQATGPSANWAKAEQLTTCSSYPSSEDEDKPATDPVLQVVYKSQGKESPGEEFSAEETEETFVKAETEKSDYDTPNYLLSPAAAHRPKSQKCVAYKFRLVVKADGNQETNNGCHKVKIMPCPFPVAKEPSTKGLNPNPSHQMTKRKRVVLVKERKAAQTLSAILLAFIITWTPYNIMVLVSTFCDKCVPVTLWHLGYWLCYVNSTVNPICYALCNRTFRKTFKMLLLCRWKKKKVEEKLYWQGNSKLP
CRFBP-R2 block: antagonists of CRF-binding protein/CRF-R2 receptor complex; HEK293 CRF-R2/CRF-BP, CRF-induced calcium fluorescence; AID 588475; inhibition, % at 11.8 µM; actives 0.59% (n = 350,000);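 active = inhibition of the ligand-induced calcium signal above about 50% at the single tested concentration, limit read from the data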
CHRM4 PAM: CHRM4 positive allosteric modulation. actives 0.4% (n = 360,000). P08173. activation, % at 3 µM. CHO-K1 hM4/Gqi5, Fluo-8 calcium fluorescence, ACh EC20; 0% = ACh EC20, 100% = maximal ACh. AID 624126;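 active = activation above its plate's cutoff, the mean activation of sample wells plus 3 SD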; note: some results filed as inactive read as strong as hits
Target sequence (P08173 whole entry, looked up): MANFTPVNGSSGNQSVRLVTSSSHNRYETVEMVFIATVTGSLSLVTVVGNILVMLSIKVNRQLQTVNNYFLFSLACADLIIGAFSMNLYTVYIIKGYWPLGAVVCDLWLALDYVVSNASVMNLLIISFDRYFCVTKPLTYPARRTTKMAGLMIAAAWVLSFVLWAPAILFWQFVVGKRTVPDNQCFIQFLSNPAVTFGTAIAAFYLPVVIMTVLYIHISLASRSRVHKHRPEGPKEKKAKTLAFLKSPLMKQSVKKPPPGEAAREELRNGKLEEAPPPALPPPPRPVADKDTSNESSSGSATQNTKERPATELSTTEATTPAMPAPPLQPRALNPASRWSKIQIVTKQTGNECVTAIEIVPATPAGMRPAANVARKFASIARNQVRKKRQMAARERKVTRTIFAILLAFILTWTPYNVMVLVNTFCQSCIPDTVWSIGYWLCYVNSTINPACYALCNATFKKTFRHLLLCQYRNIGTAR
CHRM5 antagonist: blocks acetylcholine activation of human M5 receptor | actives 0.59% (n = 360,000) | P08912 | CHO-hM5 cells, Fluo-8 calcium fluorescence, ACh EC80 | inhibition, % at 3 µM | AID 624040;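 active = inhibition above a per-plate cutoff, the mean of that plate's test compounds plus 3 SD, cut at about 27% in these data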;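 note: 0% = acetylcholine EC80 with DMSO and 100% = DMSO without agonist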
CHRM5 PAM: CHRM5 positive allosteric modulation; CHO-K1 hM5, Fluo-8 calcium, ACh EC20 PAM; 0% = ACh EC20, 100% = ACh EC100; actives 0.3% (n = 360,000); P08912; activation, % at 3 µM; AID 624038;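 active = activation above the run cutoff, the mean activation of all test compounds plus 3 SD, cut at about 18% in these data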
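Test system: CHO-K1 hM5 cells / Doses: single-point, 3 µM nominal / Times: Post-acetylcholine fluorescence recording 140 s / Technique: Fluo-8 calcium fluorescence / Measure: Max/basal fluorescence ratio as % of EC20–EC100 ACh window / Benchmarks: low control EC20 acetylcholine (0%), high control EC100 acetylcholine (100%) / Replicates: one well per compound, no replicates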
M1 PAM: potentiates human M1 receptor response to acetylcholine | P11229 | CHO-K1 hM1, Fluo-8 calcium fluorescence, ACh EC20; 0% = ACh EC20, 100% = maximal ACh | activation, % at 3 µM | actives 0.088% (n = 360,000) | AID 588819; in the data active = activation above about 19%, passing the limit was not always enough
CRFR2-BP ag: CRF-BP/CRF-R2 complex agonism | HEK293 CRF-R2/CRF-BP, calcium dye fluorescence (FLIPR); percent of saturating CRF peptide response | activation, % at 13.2 µM | actives 0.46% (n = 350,000);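 active = activation of at least 50%, plus an integration ratio under a set limit after plate pattern correction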;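 note: plate controls were neutral control wells without compound for no effect and CRF at EC100 for full effect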
M4 antag: CHRM4 antagonism in calcium assay. P08173. CHO-hM4 cells, ACh EC80, Fluo-8 calcium fluorescence. inhibition, % at 3 µM. actives 0.73% (n = 360,000). AID 624125;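 active = inhibition above its plate's cutoff, the mean inhibition of sample wells plus 3 SD, cut at about 27% in these data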;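 note: 0% = acetylcholine EC80 with DMSO and 100% = DMSO without agonist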
M4 ag: agonists of human muscarinic M4 receptor (CHRM4) | activation, % at 3 µM | CHO-K1 hM4/Gqi5, Fluo-8 calcium fluorescence; vehicle 0%, full acetylcholine response 100% | actives 0.14% (n = 360,000);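 active = activation above the run mean over all test wells plus 3 SD, cut at about 32% in these data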;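 note: peak over basal fluorescence ratio per well then scaled between controls; 0% = DMSO wells and 100% = acetylcholine at EC100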
An asterisk follows results filed as active; . = no result given; & = joins results of further samples.

item	SMILES	CRFR2-BP ag	CRFBP-R2 block	CHRM4 PAM	CHRM5 PAM	M1 PAM	CHRM5 antagonist	M4 antag	M4 ag	CHRM5 agonist
1	COc1ccc(C(=O)Nc2ccncc2)cc1OC	-1.5	12	4	-2	6	0	-1	3	1
2	COc1c(Br)cc([N+](=O)[O-])c(OC)c1C(=O)NC(=O)Nc1cc(Cl)cc(Cl)c1	-0.3	-15	-2	-8	4	19	2	6	0
3	COc1ccc(NC(=O)C(C)N(C)Cc2ccc3ccccc3c2)cc1 (stereo not drawn)	0.0	-8	-6	-3	5	8	-2	5	-1
4	CC(=O)c1ccc(NC(=O)/C=C/c2ccc(C)cc2)cc1	-2.2	-10	-8	-2	0	-2	2	3	-2
5	CC(=O)N1c2ccc(S(=O)(=O)N3CCCCC3)cc2CC1C(=O)Nc1ccccc1C(F)(F)F (stereo not drawn)	-1.0	5	0	-1	10	9	-3	2	-3
6	CCOC(=O)c1nn(-c2ccc(F)cc2)c(=O)cc1OCC(=O)Nc1cccc(C)c1	5.5	4	24*	-5	16	-5	-26	-1	5
7	O=S(=O)(Nc1nc2ccccc2[nH]1)c1ccccc1	-1.3	0	-20	-18	-7	8	19	0	-7
8	Cc1nc(CSc2nnc(C)s2)cs1	-0.8	2	-2	8	6	-13	-2	1	-4
9	O=C(Nc1nc2c(s1)C(=O)CCC2)c1ccccc1	1.1	23	4	3	7	0	1	2	-1
10	COc1ccc(OC)c(-c2oc3ccccc3c(=O)c2O)c1	1.3	-9	5	-1	6	2	8	0	0
11	Cc1ccccc1-n1c(-c2ccco2)n[nH]c1=S	-1.0	-3	-12	-2	2	-1	7	0	3
12	Cc1nc(-c2ccc(S(=O)(=O)Nc3cc(S(=O)(=O)N(C)C)ccc3C)s2)cs1	0.5	-1	-8	3	2	2	-2	4	-2
13	Cc1ccc(NC(=O)CSCC(=O)Nc2ncc3c(n2)CC(c2ccco2)CC3=O)cc1 (stereo not drawn)	2.1	-4	-8	-15	4	10	3	1	-1
14	COc1cc2c(cc1OC)C(c1cccs1)N(C(=S)NC(C)C)CC2 (stereo not drawn)	-1.2	0	-9	-5	-1	-6	-1	1	-5
15	CCN(CC)C(=O)c1ccccc1NC(=O)c1ccccc1	-0.7	-1	-3	12	11	-3	-9	2	2
16	CCc1cccc(OCCn2ccnc2)c1	-2.0	-13	-7	-7	-8	13	10	-1	-7
17	CCOCCCn1c(SCC(=O)Nc2cccc(OC)c2)nc2ccccc2c1=O	-1.0	7	5	-4	-1	0	-7	6	1
18	CC1(Oc2ccccc2-c2ccno2)CCN(Cc2ccc(-c3ccccc3)o2)C1 (stereo not drawn)	.	.	-9	-6	1	3	12	2	-2
19	O=C(NC(=S)Nc1cc(Cl)ccc1O)c1cccc(Br)c1	5.8	6	-4	-3	8	11	3	11	0
20	Cc1cccc(Cc2c(C)[nH]c(=O)c(C#N)c2C)c1	-0.8	21	0	1	2	-8	-4	0	3
21	O=S(=O)(c1cccc(-c2n[nH]c(=S)n2Cc2ccccc2)c1)N1CCOCC1	-5.2	6	1	-7	10	15	10	1	-1
22	COc1ccc(OC)c(C(C)NC(=O)Nc2ccccc2)c1 (stereo not drawn)	1.3	-6	-10	-4	0	3	3	0	1
23	COc1ccccc1C(=O)NCC(=O)OC(C)C(=O)NC(=O)NC1CCCCC1 (stereo not drawn)	-1.1	32	6	6	7	-7	0	1	3
24	COc1ccccc1CNC(=O)N/C=C/c1ccc(Cl)cc1	-3.1	-5	2	1	8	5	-1	3	-4
25	O=c1c2ccccc2sc2nc(CCl)nn12	-3.0	4	0	6	4	11	-5	0	-5
26	CC1CN(CN2C(=O)c3ccccc3C2=O)CC(C)O1 (stereo not drawn)	-0.3	27	-3	-4	0	7	12	0	4
27	CCOC(=O)CCCCC(=O)c1[nH]c(=O)[nH]c1Cn1cnc2ccccc21	-0.6	4	2	-2	-2	0	-5	0	1
28	O=c1c(CN2CCN(Cc3ccccc3)CC2)coc2ccc(Cl)cc12	-1.6	14	-6	-2	-8	0	7	0	-6
29	CCOc1cc(CNc2nn[nH]n2)ccc1OCC(=O)NC(C)(C)C	0.6	6	4	-4	14	14	-6	0	1
30	Cc1nnc(NC(=O)NC(C)N2C(=O)C3C4C=CC(C4)C3C2=O)s1 (stereo not drawn)	5.6&-0.1	-6&-13	-1&-1	-6&8	9&8	6&0	-12&4	2&0	-2&-2

Limited to CHRM5 agonist and M4 ag, for some of the entries so far:
nr	compound	CHRM5 agonist	M4 ag
27	CCOC(=O)CCCCC(=O)c1[nH]c(=O)[nH]c1Cn1cnc2ccccc21	1	0
26	CC1CN(CN2C(=O)c3ccccc3C2=O)CC(C)O1 (stereo not drawn)	4	0
25	O=c1c2ccccc2sc2nc(CCl)nn12	-5	0
28	O=c1c(CN2CCN(Cc3ccccc3)CC2)coc2ccc(Cl)cc12	-6	0
23	COc1ccccc1C(=O)NCC(=O)OC(C)C(=O)NC(=O)NC1CCCCC1 (stereo not drawn)	3	1
30	Cc1nnc(NC(=O)NC(C)N2C(=O)C3C4C=CC(C4)C3C2=O)s1 (stereo not drawn)	-2&-2	2&0

Back to the main list, starting five compounds before the break.
item	SMILES	CRFR2-BP ag	CRFBP-R2 block	CHRM4 PAM	CHRM5 PAM	M1 PAM	CHRM5 antagonist	M4 antag	M4 ag	CHRM5 agonist
26	CC1CN(CN2C(=O)c3ccccc3C2=O)CC(C)O1 (stereo not drawn)	-0.3	27	-3	-4	0	7	12	0	4
27	CCOC(=O)CCCCC(=O)c1[nH]c(=O)[nH]c1Cn1cnc2ccccc21	-0.6	4	2	-2	-2	0	-5	0	1
28	O=c1c(CN2CCN(Cc3ccccc3)CC2)coc2ccc(Cl)cc12	-1.6	14	-6	-2	-8	0	7	0	-6
29	CCOc1cc(CNc2nn[nH]n2)ccc1OCC(=O)NC(C)(C)C	0.6	6	4	-4	14	14	-6	0	1
30	Cc1nnc(NC(=O)NC(C)N2C(=O)C3C4C=CC(C4)C3C2=O)s1 (stereo not drawn)	5.6&-0.1	-6&-13	-1&-1	-6&8	9&8	6&0	-12&4	2&0	-2&-2
31	S=c1[nH]nc(-c2ccco2)n1/N=C/c1c(Cl)cccc1Cl	-4.0	-21	6	-1	7	-1	-12	1	-4
32	O=C1C(=O)N(Cc2cccs2)c2ccccc21	-1.5	-11	0	0	21	7	5	1	4
33	CCOC(=O)N1CN(C(=O)OCC)CN(C(=O)OCC)C1	0.8	-10	-3	0	7	5	4	0	-3
34	Cc1ccc(C(=O)N2CCCC(CCC(=O)N3CCN(c4ccccn4)CC3)C2)s1 (stereo not drawn)	-1.5	15	-10	-1	1	-3	-2	2	-2
35	CCC/C(=N\NC(=O)CCC(=O)NCc1ccccc1)c1ccccc1	2.7	-13	7	-2	5	-1	-7	0	-2
36	CN1CCN(CCC(=O)N/N=C/c2ccccc2F)CC1	-0.9	12	-3	-1	6	14	0	0	0
37	CCOC1=C2CN(S(=O)(=O)c3ccc(C)cc3)[C@H](c3ccccc3)C[C@@H]2N(S(C)(=O)=O)[C@H](c2ccccc2)C1	.	.	-6	-2	1	-5	1	0	5
38	O=C(CN(c1ccc(Cl)c(Cl)c1)S(=O)(=O)c1ccccc1)N1CCc2ccccc2C1	6.7	4	-6	-6	11	-7	13	-1	-2
39	CCOc1cc(/C=N\NC(=O)OC(C)(C)C)ccc1OC(=O)c1ccco1	7.3	-9	1	-14	-16	24	9	6	-9
40	COc1ccc(C(=O)Nc2ccccc2C(=O)O)cc1NC(=O)C(c1ccccc1)c1ccccc1	-1.2	41	-9	-2	-1	3	12	-1	-4
41	COc1cc(C(=O)Nc2cccc(-n3cnnn3)c2)cc(Cl)c1OC	0.3	-12	-10	-4	-2	1	-15	13	2
42	Cc1ccc2cc(CN(CCN3CCCC3)C(=O)Nc3ccccc3)c(=O)[nH]c2c1C	-0.2	-11	-8	-3	7	-1	-6	1	-5
43	Cc1ccc(C2OCC3(CO)COC(c4ccc(C)cc4)N23)cc1 (stereo not drawn)	-0.7	-12	7	6	9	-7	-2	1	1
44	COc1ccc(OC)c(C(=O)c2ccccn2)c1	-0.1	-3	4	-2	10	0	3	0	0
45	CCOc1ccccc1N1CCN(C(=O)CSc2ccc3c(c2)OCCO3)CC1	0.0	-4	-9	-19	-10	17	4	19	5
46	CCOc1cc(CNCCO)cc(Br)c1OCc1ccc(Cl)cc1	0.5	-6	3	2	9	9	11	7	1
47	CCCC(=O)Nc1nc(-c2ccc3c(c2)CCN3S(C)(=O)=O)cs1	-1.9	0	12	-5	-4	3	0	19	5
48	CC(C)(C)N(NC(=O)c1ccccc1)C(=O)c1cccc(C(=O)N(NC(=O)c2ccccc2)C(C)(C)C)c1	-1.9	25	8	-3	7	2	2	1	-1
49	c1ccc(CSc2n[nH]c(-c3ccco3)n2)cc1	-0.4	-5	5	-5	11	1	9	0	0
50	COc1ccccc1NC(=O)CSc1nc(O)cc(=O)n1-c1ccccc1OC	-1.2	-2	3	2	9	-5	-1	1	2
51	Cc1nn(C)cc1S(=O)(=O)N1CCCC(C(=O)O)C1 (stereo not drawn)	-0.4	8	2	0	-2	3	5	2	-2
52	O=C1c2ccccc2C(=O)N1CCCC(=O)N1CCc2ccccc21	-8.0	3	7	-4	1	-2	-15	1	-3
53	CCn1nc(NC(=O)c2ccccn2)c2cc3cccc(C)c3nc21	-2.1	21	2	-1	-3	1	-2	2	-1
54	COc1cc(/C=N/NC(=S)Nc2cccc(C(=O)O)c2)cc(OC)c1OC	-2.4	15	20	2	10	3	-2	2	-1
55	O=C(O)CC(C(=O)Nc1ccc(F)cc1)C1CCCO1 (stereo not drawn)	-1.4	-3	2	6	8	-7	-12	0	-4
56	CC(=O)c1ccc(OCC(O)CN2CCN(S(=O)(=O)c3c(C)c(C)cc(C)c3C)CC2)cc1 (stereo not drawn)	1.6	9	-1	-4	2	12	-2	3	0
57	CCOc1ccc(C(=O)CC(NCc2cccs2)C(=O)O)cc1 (stereo not drawn)	-1.1	11	12	3	9	6	-13	-1	-2

Part of the list above in order of count of non-hydrogen atoms, falling:
item	SMILES	CRFR2-BP ag	CRFBP-R2 block	CHRM4 PAM	CHRM5 PAM	M1 PAM	CHRM5 antagonist	M4 antag	M4 ag	CHRM5 agonist
48	CC(C)(C)N(NC(=O)c1ccccc1)C(=O)c1cccc(C(=O)N(NC(=O)c2ccccc2)C(C)(C)C)c1	-1.9	25	8	-3	7	2	2	1	-1
52	O=C1c2ccccc2C(=O)N1CCCC(=O)N1CCc2ccccc21	-8.0	3	7	-4	1	-2	-15	1	-3
47	CCCC(=O)Nc1nc(-c2ccc3c(c2)CCN3S(C)(=O)=O)cs1	-1.9	0	12	-5	-4	3	0	19	5
